Screens from PubChem.
HT1080 IDH1KD tx = qHTS for induction of synthetic lethality in tumor cells producing 2HG: qHTS for the HT-1080-IDH1KD cell line. HT-1080 IDH1 knockdown viability, ATP luminescence, 48 h. AID 686971, 2013. hit rate 2% among 360,000. Potency, µM (top dose mostly 46.1 µM), for the others: top-dose activity, negative = toxicity, actives largely listed as cytotoxic;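 also: potency is read from the fitted curve at half-maximal effect; 0% = DMSO wells and -100% = cell-free medium wells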
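IDH1KD HT-1080 cells, 750/well, RPMI + 5% FBS; compound pinned after 2 h settling; 48 h, 37 °C; CellTiter-Glo luminescence; % activity normalised to DMSO and no-cell wells; curves fitted, classed by r2 and efficacy.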
D3 ag = qHTS of D3 Dopamine Receptor Agonist: qHTS; max activation, %; hit rate 0.58% among 410,000; D3R DiscoveRx beta-arrestin cells, luminescence, 90 min; D(3) dopamine receptor (Homo sapiens), P35462; AID 652048, 2013; in the data active = max activation above about 30%; also: 0% is about no effect; mostly tested at two doses, the higher about 12 µM
Target sequence (P35462 whole entry, looked up): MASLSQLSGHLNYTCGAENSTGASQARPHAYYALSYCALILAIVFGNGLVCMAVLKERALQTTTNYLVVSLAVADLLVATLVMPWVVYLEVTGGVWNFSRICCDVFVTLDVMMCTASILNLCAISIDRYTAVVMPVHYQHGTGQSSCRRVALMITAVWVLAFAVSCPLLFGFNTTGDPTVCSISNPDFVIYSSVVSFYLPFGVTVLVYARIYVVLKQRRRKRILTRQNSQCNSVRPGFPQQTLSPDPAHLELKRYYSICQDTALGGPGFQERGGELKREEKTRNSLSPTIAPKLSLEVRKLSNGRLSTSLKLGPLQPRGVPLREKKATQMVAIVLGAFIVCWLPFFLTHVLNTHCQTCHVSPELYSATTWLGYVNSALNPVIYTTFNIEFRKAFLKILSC
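Agonist-mode cell screen: cells plated at 1500/well and incubated overnight at 37 °C, then exposed to library compounds for 90 min at 37 °C. Detection reagent was added for 30–60 min at room temperature, and luminescence was read.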
MCF10A rereplic = A quantitative high throughput screen for small molecules that induce DNA re-replication in MCF 10a normal breast cells; hit rate 2.9% among 350,000; MCF 10A DNA re-replication, Hoechst nuclear intensity, 48 h; Potency, µM (titrated, usually from 46.1 µM), inactives show at the highest dose activity, positive = re-replication, most hits filed as activators; also: potency is read from the fitted curve at half-maximal effect; % of control where 0% means no effect; nearly all actives have a fitted effect of over 50% in size
IL-1B inflam inh = qHTS for Inhibitors of Inflammasome Signaling: IL-1-beta AlphaLISA Primary Screen; THP-1 LPS/ATP IL-1B secretion, AlphaLISA, 16 h; active compounds read low; activity change, % at 57.5 µM; hit rate 4.7% among 360,000; AID 743279, 2014; in the data active = activity change below about -50%; inconclusive = mostly about -30% to -49%; also: % is scaled to controls: 0 for no effect and ±100 for the full control effect
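Secreted IL-1B measured by AlphaLISA bead assay after 16 h compound exposure of THP-1 cells; compounds (final up to 57.5 uM) added 1 h before LPS (250 ng/mL) and ATP (1.25 mM) stimulation; lower signal means less secretion.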
KB-V1 cytotox = qHTS assay for MDR1-selective chemotherapeutics: Primary screen using the drug-selected MDR subline cells KB-V1 | KB-V1 MDR cells viability, CellTiter-Glo, 72 h | Potency, µM (titrated, usually from 46.1 µM), without a hit: at the highest dose activity change, negative = cytotoxicity, usual class: cytotoxic | hit rate 3.4% among 400,000; also: potency is read from the fitted curve at half-maximal effect; % is scaled to controls: 0 for no effect and ±100 for the full control effect; nearly all actives have a fitted effect of over 60% in size
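Drug-selected KB-V1 cells, grown in DMEM lacking phenol red with 10% FBS, receive compound titrations; after three days at 37 degrees C, surviving cell ATP is quantified by CellTiter-Glo luminescence and responses normalized and curve-fitted.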
HT1080-NT tox = qHTS for induction of synthetic lethality in tumor cells producing 2HG: qHTS for the HT-1080-NT fibrosarcoma cell line | HT-1080-NT fibrosarcoma viability, CellTiter-Glo ATP luminescence, 48 h | Potency, µM (top dose mostly 46.1 µM), for inactives: at the top dose activity, negative = less viability, hits mostly cytotoxic | hit rate 1.6% among 360,000;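 also: NT is the 2HG producing partner of a matched IDH1 knockdown line; potency is read from the fitted curve at half-maximal effect; 0% = DMSO-treated cells and -100% = media-only wells without cells; nearly all actives have a fitted effect of over 55% in size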
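A 48-hour cytotoxicity screen used HT-1080-NT cells plated 2 hours before compound delivery. ATP-based CellTiter-Glo luminescence measured viability, normalized to DMSO and no-cell controls.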
KB-3-1 cytotox = qHTS assay for MDR1-selective chemotherapeutics: Primary screen using the parental adenocarcinoma cell KB-3-1; KB-3-1 viability, CellTiter-Glo ATP luminescence, 72 h; Potency, µM (highest dose often 46.1 µM), inactives show at the top dose activity change, negative = cytotoxic, usual class: cytotoxic; hit rate 1.4% among 400,000; also: potency is read from the fitted curve at half-maximal effect; % is scaled to controls: 0 for no effect and ±100 for the full control effect; nearly all actives have a fitted effect of over 60% in size
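Cells are dispensed, compounds pinned in, plates held at 37 °C for 72 h, then CellTiter-Glo is added and luminescence read after 10 minutes. Cell line: parental KB-3-1 in phenol-red-free DMEM, 10% FBS.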
SW480 rereplic = A quantitative high throughput screen for small molecules that induce DNA re-replication in SW480 colon adenocarcinoma cells; SW480 DNA re-replication, Hoechst DNA content imaging, 48 h; Potency, µM (doses to about 46.1 µM), without a hit: top-dose re-replication activation, usual class: activators; hit rate 1.8% among 340,000; AID 624297, 2012; also: potency is read from the fitted curve at half-maximal effect; % of control where 0% means no effect; nearly all actives have a fitted effect of over 55% in size
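Compounds, transferred as 23 nL by pin tool, were incubated with cells for 48 hr; DNA content per nucleus was then quantified by Hoechst staining and fluorescence plate imaging.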
GLP1R cytotox = qHTS of GLP-1 Receptor Inverse Agonists: Cytotox Screen | hit rate 0.13% among 410,000 | HEK293 cAMP-luciferase reporter cells, luminescence, 24 h | Potency, µM (titrated, usually from 38.3 µM), inactives show at the top dose activity change, negative = inhibition, most hits filed as inhibitors;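 also: loss of luciferase light is scored as toxicity; potency is read from the fitted curve at half-maximal effect; % is scaled to controls: 0 for no effect and ±100 for the full control effect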
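Cells in DMEM/10% Nu serum/1% pen-strep, 1536-well format. Pre-incubated 12 h, dosed with 23 nL compound, incubated a further 24 h. Luciferase detection, 12 min at room temp, luminescence.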
An asterisk follows results filed as active; i = inactive; ? = inconclusive; / = no result given; [ ] = another dose, or the depositor's remark. Unless noted, calls follow the shape of the dose curve; as a rule, active = well fitted curve in the direction sought with a large enough effect; inconclusive = small, poorly fitted or top-dose-only effect, or another doubt; inactive = no such curve, though single readings can be large; an effect the other way counts as inactive or inconclusive.

1) O=C1c2cccc3cc([N+](=O)[O-])cc(c23)C(=O)N1c1nncs1
2) CCOC(=O)C1=C(CS(=O)(=O)c2ccc(F)c(C)c2)NC(=O)NC1c1ccccc1OC (configuration not stated)
3) COc1ccc(N(C(=O)CNC(=O)c2ccco2)C(C(=O)NC2CCCCC2)c2ccco2)cc1 (configuration not stated)
4) COc1ccc(C(=O)NC(C)C2CC3CCC2C3)cc1 (configuration not stated)
5) O=C1CCCCC1C(Nc1ccc(Cl)cc1)c1ccccc1 (configuration not stated)
6) C=CCN1CCN(C(=O)CCc2ccccc2)CC1

Screen / compound no.	1	2	3	4	5	6
HT1080 IDH1KD tx	-4%	/	20%	0%	-8%	11%
D3 ag	-10	-8	10	4	2	-11
MCF10A rereplic	6%	/	1%	6%	?	2%
IL-1B inflam inh	9	/	-6	15	-15	4
KB-V1 cytotox	5%	0%	-13%	?	2%	20%
HT1080-NT tox	0%	/	15%	-17%	1%	8%
KB-3-1 cytotox	-1%	-5%	11%	-2%	-9%	-1%
SW480 rereplic	-5%	/	-2%	-7%	-1%	11%
GLP1R cytotox	0%	-22%	-3%	15%	-4%	1%

7) CCC(=O)N/N=C(\C)CC(=O)Nc1ccccc1-c1ccccc1
8) COc1cccc(C(=O)C2CCCN(Cc3cccn3-c3cccnc3)C2)c1 (configuration not stated)
9) Cc1ccc(Cn2c(=O)n(Cc3ccco3)c(=O)c3sc4ccccc4c32)cc1
10) Cc1cc(C(=O)C(=O)Nc2nncs2)c(C)n1-c1ccc(Cl)cc1
11) CCCn1c(=O)c(C(=O)NNC(=O)Cc2ccccc2)c(O)c2ccccc21
12) CC(=O)C1=C(O)C(=O)N(Cc2ccccc2)C1c1cccs1 (configuration not stated)

Screen / compound no.	7	8	9	10	11	12
HT1080 IDH1KD tx	12%	-3%	/	/	-24%	-17%
D3 ag	-9	-23	-10	-6	-6	-4
MCF10A rereplic	-45%[inhibitor]	-22%	/	/	3%	?
IL-1B inflam inh	25	?	/	/	21	16
KB-V1 cytotox	-10%	-7%	6%	13%	?	-13%
HT1080-NT tox	1%	-3%	/	/	-16%	3%
KB-3-1 cytotox	9%	-9%	14%	-2%	-5%	-19%
SW480 rereplic	2%	26%	/	/	-11%	-2%
GLP1R cytotox	2%	-15%	0%	-5%	?	-4%

13) COc1cc(SC)ccc1C(=O)N1CCc2ccccc21
14) N/C(COc1ccc(F)cc1)=N\NC(=O)c1cccnc1Oc1ccccc1
15) C[C@H](CO)N1C[C@H](C)[C@@H](CN(C)S(=O)(=O)c2ccc(F)cc2)Oc2c(NC(=O)c3ccncc3)cccc2C1=O
16) CCN1CCN(C(=O)CN2C(=O)COc3ccc(C)cc32)CC1
17) Cc1cccc(CC(=O)N2CC(=O)Nc3ccc(C)cc3C2c2ccc(F)cc2)c1 (configuration not stated)
18) COc1ccc(CNCC(=O)Nc2cc(C)nn2-c2nc(C)cc(C)n2)cc1OC

Screen / compound no.	13	14	15	16	17	18
HT1080 IDH1KD tx	-24%	-1%	11%	15%	/	-8%
D3 ag	1	2	14	-9	9	-14
MCF10A rereplic	8%	1%	10%	1%	/	3%
IL-1B inflam inh	-15	?	12	-4	/	-4
KB-V1 cytotox	-12%	-26%	?	16%	0%	4%
HT1080-NT tox	-3%	-5%	18%	14%	/	-4%
KB-3-1 cytotox	-6%	30%	4%	-5%	-24%	?
SW480 rereplic	-8%	0%[9.22 µM]	-40%[inhibitor][9.22 µM]	-6%	/	2%
GLP1R cytotox	-14%	23%	3%	-3%	0%	5%

19) Cc1ccccc1NC(=O)c1cccc(Cn2cc(Br)c([N+](=O)[O-])n2)c1
20) CCn1c(SCc2nnc(-c3ccccc3)o2)nnc1-c1ccc(S(=O)(=O)N2CCCC2)cc1
21) C/C(CC(=O)Nc1cccc(C(F)(F)F)c1)=N\NC(=O)Cc1ccccc1
22) O=S1(=O)CC(N2CCN(CCO)CC2)CN1Cc1cn(Cc2ccc(Cl)cc2)nn1 (configuration not stated)
23) COc1ccc(/C=C/C(=O)OCC(=O)c2ccc(S(=O)(=O)N3CCCCC3)cc2)cc1OC
24) COc1ccc(C(=O)Nc2ncc3c(n2)CC(C)CC3=O)cc1 (configuration not stated)

Screen / compound no.	19	20	21	22	23	24
HT1080 IDH1KD tx	-21%	0%	-18%	7%	8%	1%
D3 ag	7	-1	1	-7	4	1
MCF10A rereplic	3%	1%	15%	/	-17%	-5%
IL-1B inflam inh	-2	-8	-7	0	6	-13
KB-V1 cytotox	0%	?	3%	0%	8%	-20%
HT1080-NT tox	-5%	-1%	0%	19%	1%	10%
KB-3-1 cytotox	-1%	-7%	11%	8%	-2%	-17%
SW480 rereplic	1%	-2%	-1%	/	-433%[inhibitor]	-13%
GLP1R cytotox	-3%	4%	2%	-22%	-7%	0%

25) O=C(NCC1CCCN(Cc2nccs2)C1)c1cccc2ccccc12 (configuration not stated)
26) CCOc1ccc(N(C)Cc2cc(=O)oc3ccc(OC)cc23)cc1
27) COc1ccc(-n2nc(C(=O)N(C)C3CCCCC3)c3ccccc3c2=O)c(OC)c1
28) CCn1c(C)nc2cc(C(=O)NNC(=O)CCC3CCCC3)ccc21
29) Cc1ccc(C2(C)NC(=O)N(CC(=O)Nc3cc(S(=O)(=O)N(C)C)ccc3C)C2=O)cc1 (configuration not stated)
30) O=C(NC1CS(=O)(=O)CC1NCc1ccco1)c1ccccc1 (configuration not stated)

Screen / compound no.	25	26	27	28	29	30
HT1080 IDH1KD tx	?	-10%	13%	12%	-23%	0%
D3 ag	-5	3	-1	-1	-10	-3
MCF10A rereplic	-1%	?	9%	2%	19%	?
IL-1B inflam inh	i	?	2	2	-16	-6
KB-V1 cytotox	?	-20%	7%	17%	?	12%
HT1080-NT tox	-7%	-3%	20%	10%	-20%	-1%
KB-3-1 cytotox	?	-25%	8%	20%	-17%	-2%
SW480 rereplic	-24%	9%	-22%	-10%	?	-3%
GLP1R cytotox	4%	19%	-11%	-10%	-2%	1%

Laid out differently: 4 of the compounds above.
Screens in order: HT1080 IDH1KD tx | D3 ag | MCF10A rereplic | IL-1B inflam inh | KB-V1 cytotox | HT1080-NT tox | KB-3-1 cytotox | SW480 rereplic | GLP1R cytotox
[27] COc1ccc(-n2nc(C(=O)N(C)C3CCCCC3)c3ccccc3c2=O)c(OC)c1
    13% | -1 | 9% | 2 | 7% | 20% | 8% | -22% | -11%
[28] CCn1c(C)nc2cc(C(=O)NNC(=O)CCC3CCCC3)ccc21
    12% | -1 | 2% | 2 | 17% | 10% | 20% | -10% | -10%
[29] Cc1ccc(C2(C)NC(=O)N(CC(=O)Nc3cc(S(=O)(=O)N(C)C)ccc3C)C2=O)cc1 (configuration not stated)
    -23% | -10 | 19% | -16 | ? | -20% | -17% | ? | -2%
[30] O=C(NC1CS(=O)(=O)CC1NCc1ccco1)c1ccccc1 (configuration not stated)
    0% | -3 | ? | -6 | 12% | -1% | -2% | -3% | 1%

Further compounds
31) CN1C(=O)/C(=C2\SC(N3CCCCCC3)=NC2=O)c2ccccc21
32) O=C(Nn1cnnc1)c1ccccc1Cl
33) CN(CC(=O)Nc1ccccc1Br)C(=O)CCSc1ccc(F)cc1
34) O=C(c1cc(F)c(F)cc1Cl)N1CCN(c2ncccn2)CC1
35) CCOc1ccccc1NC(=O)CN1CCC(C(=O)c2ccc(F)cc2)CC1
36) COc1ccc(S(=O)(=O)N2CCCCC2)cc1NC(=O)c1ccc(OC)c(OC)c1

Screen / compound no.	31	32	33	34	35	36
HT1080 IDH1KD tx	8%	0%	0%	-10%	-9%	0%
D3 ag	2	1	4	0	-27	6
MCF10A rereplic	23%	4%	12%	-4%	?	11%
IL-1B inflam inh	-15	14	1	-1	-4	?
KB-V1 cytotox	2.1µM*	?	?	2%	-14%	-11%
HT1080-NT tox	?	-1%	-4%	-9%	-4%	5%
KB-3-1 cytotox	?	-3%	-33%	2%	0%	-3%
SW480 rereplic	-2%	-8%	2%	-7%	-1%	-4%
GLP1R cytotox	3%	6%	-18%	-11%	-5%	18%

37) Cc1ccc(NC(=O)C(NCc2ccccn2)c2ccccc2)cc1 (configuration not stated)
38) CC(CCc1ccccc1)NC(=O)C1CCN(S(=O)(=O)N2CCOCC2)CC1 (configuration not stated)
39) CSc1nnc(-c2cc[n+](C)cc2)n1CCO
40) CCN(CC)S(=O)(=O)c1ccc(NC(=O)COC(=O)c2ccc(NC(=O)CC#N)cc2)cc1
41) Cc1cc(SCC(=O)N/N=C/c2ccc(O)c(O)c2O)c(C)cc1Br
42) CCOC(=O)C1=C(C)N(C)C(C)=C(C(=O)OCC)C1c1ccccc1
43) O=C(NNC(=O)c1ccc(Cl)c(Cl)c1)c1ccncc1

Screen / compound no.	37	38	39	40	41	42	43
HT1080 IDH1KD tx	3%	25%	21%	5%	?	0%	-1%
D3 ag	4	-2	-1	-7	4	-2	-20
MCF10A rereplic	1%	?	-3%	3%	4%	17%	0%
IL-1B inflam inh	-4	-21	25	-13	23	10	0
KB-V1 cytotox	?	21µM*	?	-12%	?	1%	5%
HT1080-NT tox	-1%	11%	19%	1%	-24%	11%	-4%
KB-3-1 cytotox	0%	-1%	11%	1%	?	7%	-5%
SW480 rereplic	-3%	-3%	-1%	-13%	-4%	2%	-103%[inhibitor]
GLP1R cytotox	16%[7.66 µM]	6%	-1%	8%	-20%	30%	-14%
